CAL PDZ FP-1 – CAL PDZ (human) peptide binding inhibition. inhibition, % at 24.9 µM. purified CAL PDZ, TMR-peptide fluorescence polarization, 1 h. hit rate 0.92% among 300,000. AID 602252. Q9HD26;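 active = mean inhibition of at least 30% with at least half of replicates also reaching 30%; inconclusive = no clear call, values can overlap the other calls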;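 also: 0% = DMSO neutral control and 100% = excess unlabeled competitor peptide PRC23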
SR-BI uptake up – activators of SR-BI mediated HDL lipid uptake; CHO ldlA[mSR-BI] cells, DiI-HDL uptake fluorescence, 3 h; 100 = double the neutral-control signal; activation, % at 12.5 µM; AID 504775; hit rate 0.096% among 320,000;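 active = mean replicate activation of at least 60% and every replicate at or above 60%; inconclusive = mean or all-replicate condition met, but not both; inactive = mean below 60% and not all replicates reaching 60%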;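 also: 0% = median plate neutral-control signal and 100% = twice that signal; values of inactives mirror those of a sister screen read the other way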
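Assay system: LDL receptor-deficient CHO ldlA cells overexpressing murine SR-BI / Medium: BSA-supplemented, HEPES-buffered Ham's F12, pH 7.4 / Probe or stimulus: DiI-labelled HDL at 10 µg/mL final / Timing: compound with DiI-HDL co-incubation, 3 h at 37 °C / Technique: bottom-read cell fluorescence after medium removal, ex 550/em 595 nm / Measure: HDL uptake via cellular fluorescence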
Tat transport – E. coli Tat transport inhibition | inhibition, % at 10 µM | E. coli MC4100 TorA-mCherry Tat export, fluorescence | hit rate 0.036% among 340,000 | AID 488895;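 active = mean replicate inhibition at least 50% and at least half of replicates individually reaching 50%; inconclusive = only one of the two criteria met; inactive = neither criterion met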;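 also: exported cargo escapes ClpAP degradation while cytoplasmic cargo is degraded and loses fluorescence; 0% = median of neutral control wells and 100% = median of NaSCN control wells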
Wnt bcat act – Wnt/beta-catenin pathway activation. Wnt/beta-catenin reporter cell assay, activator, plate reader. activation, % at 9.35 µM. hit rate 1.2% among 300,000; in the data active = activation above about 30%, passing the limit was not always enough; inconclusive = no clear call, values can overlap the other calls;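 also: 0% = neutral control wells and 100% = positive control wells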
E coli growth – counter-screen for AddAB inhibitors: E. coli growth inhibition; E. coli V3065 growth, OD600 absorbance, 18 h; inhibition, % at 11.9 µM; hit rate 0.27% among 330,000; AID 449728;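 active = inhibition above the campaign's mean inhibition across all tested compounds plus 3 SD, cut at about 9.9% in these data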;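 also: uninfected addAB+ strain grown without phage in ampicillin broth; 0% = DMSO wells and 100% = ciprofloxacin 0.95 µg/ml wells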
AddAB inh – less growth of phage-infected E. coli with AddAB; hit rate 0.29% among 330,000; E. coli expressing H. pylori AddAB, absorbance growth; inhibition, % at 11.9 µM; in the data active = inhibition above about 12%;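 also: 0% = vehicle wells of infected cells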
phage Ecoli inh – E. coli growth loss with phage present; AID 651602; growth absorbance; hit rate 0.26% among 360,000; inhibition, % at 11.9 µM; in the data active = inhibition above about 11%
MITF TRPM1 HTS – MITF TRPM1 promoter activation in melanoma cells. activation, % at 12.5 µM. SK-MEL-5 TRPM1-promoter luciferase, 24 h; % of positive control, neutral wells = 0. hit rate 0.75% among 300,000;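 active = mean activation of at least 80% with every replicate also reaching 80%; inconclusive = mean reaches 80% but some replicate falls short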;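 also: 0% = neutral control wells and 100% = parthenolide positive control wells; values of inactives mirror those of a sister screen read the other way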
SR-BI HDL uptake – inhibitors of mouse SR-BI mediated HDL lipid uptake; ldlA[mSR-BI] CHO cells, DiI-HDL uptake fluorescence, 3 h; hit rate 0.96% among 320,000; inhibition, % at 12.5 µM; AID 488896;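 active = mean replicate inhibition of at least 70% and a set share of replicates each scoring 70 or more; inconclusive = meets just one of the two criteria; inactive = fails both criteria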;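 also: 0% = median of neutral control wells and 100% = median of positive control wells; values of inactives mirror those of a sister screen read the other way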
Target sequence (Q61009 whole entry, looked up): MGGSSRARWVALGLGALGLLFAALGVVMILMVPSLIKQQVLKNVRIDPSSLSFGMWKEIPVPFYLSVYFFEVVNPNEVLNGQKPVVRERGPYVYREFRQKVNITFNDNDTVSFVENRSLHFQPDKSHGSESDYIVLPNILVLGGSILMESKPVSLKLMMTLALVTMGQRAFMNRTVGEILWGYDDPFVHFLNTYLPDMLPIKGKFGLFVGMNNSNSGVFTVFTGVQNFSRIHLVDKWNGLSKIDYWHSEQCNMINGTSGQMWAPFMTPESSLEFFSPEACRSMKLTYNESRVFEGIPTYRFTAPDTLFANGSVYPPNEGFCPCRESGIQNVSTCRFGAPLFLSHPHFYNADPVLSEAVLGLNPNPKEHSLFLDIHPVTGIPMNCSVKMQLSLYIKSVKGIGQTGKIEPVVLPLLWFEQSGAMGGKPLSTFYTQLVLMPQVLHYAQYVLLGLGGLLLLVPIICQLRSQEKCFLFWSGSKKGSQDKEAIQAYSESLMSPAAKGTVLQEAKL
CAL PDZ FP-2 – inhibitors of human CAL PDZ peptide binding; Q9HD26; purified CAL PDZ, TMR-peptide fluorescence polarization, 1 h; inhibition, % at 20 µM; hit rate 0.02% among 330,000; AID 504414;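 active = highest replicate inhibition of at least 40%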;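 also: plate controls were DMSO neutral control wells for no effect and unlabeled competitor peptide control wells for full effect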
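Material: tagged CAL PDZ protein CerCALP, purified; buffer or medium: sodium phosphate/NaCl buffer pH 7.4 with TCEP, IgG, Thesit; also added: fluorescent TMR peptide probe; schedule: 1 h incubation at room temperature before polarization reading; technique: fluorescence polarization from S- and P-plane intensities, G-factor corrected; control set: unlabelled peptide and DMSO controls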
* hit, by the source's call; ? = inconclusive; . = no result given.

SMILES | CAL PDZ FP-1 | SR-BI uptake up | Tat transport | Wnt bcat act | E coli growth | AddAB inh | phage Ecoli inh | MITF TRPM1 HTS | SR-BI HDL uptake | CAL PDZ FP-2
CC(=O)c1ccc(OCCCC(=O)Nc2ccc(C)c(S(=O)(=O)N3CCCCC3)c2)cc1 | -2 | -41 | 0 | -5 | . | . | 1.3 | -22 | 41 | -2.6
Cn1c(=O)n(CC#N)c2ccccc21 | -2 | 22 | 4 | -1 | 3.2 | 2.0 | 1.6 | . | -22 | -2.1
O=S1(=O)CCN(Cc2csc(-c3cccs3)n2)CC1 | -5 | 18 | 25 | -1 | -0.2 | 0.1 | 2.6 | 32 | -18 | 0.5
CN(C)c1ccc(CNC23CN4CN(CN(C4)C2)C3)cc1 | 1 | 20 | 7 | 36* | -0.6 | -2.1 | -0.3 | 6 | -20 | -1.0
O=C(NCc1nc2ccccc2[nH]1)C1=C[C@H](C2CC2)C[C@H](OCc2ccc(CO)cc2)O1 | 2 | 0 | -2 | -1 | -2.2 | 6.8 | 2.0 | -8 | 0 | -0.3
O=S(=O)(NCC1CCCO1)c1ccc(S(=O)(=O)N(Cc2ccccn2)C2CC2)cc1 (centres undefined) | -5 | 12 | 0 | . | 0.4 | 2.0 | -1.3 | 5 | -12 | -1.9
CCc1cc(=O)oc2cc(C)cc(OC(=O)c3ccco3)c12 | -2 | 14 | -1 | . | 1.8 | 4.8 | 4.6 | -7 | -14 | -0.3
CC(=O)N(C(C)=O)c1ncn(C)c1S(=O)(=O)Nc1ccccc1 | -4 | 18 | -4 | -2 | . | . | 0.5 | -8 | -18 | 13
CCCSc1nnc(-c2cccc(S(=O)(=O)N(C)C)c2)n1-c1cc(OC)ccc1OC | . | 19 | 5 | . | -1.7 | -0.2 | 2.7 | -10 | -19 | -0.4
COc1ccc(/C=N/S(=O)(=O)c2cccs2)cc1 | 0 | 14 | -3 | . | -2.3 | 1.9 | 3.1 | . | -14 | 0.3
COc1ccccc1NC(=O)/C=C/C(N)=O | -4 | 10 | -7 | 0 | 1.7 | -1.7 | 0.3 | 12 | -10 | -3.1
COC(CNC(=O)c1c[nH]c2ccc(S(=O)(=O)N(C)c3ccc(F)cc3)cc2c1=O)OC | -4 | 13 | 3 | -3 | -3.8 | -3.2 | -0.7 | -2 | -13 | -0.4
CSc1nc2sc3c(c2c(=O)[nH]1)CCC(C)C3 (centres undefined) | -1 | . | -1 | . | 1.7 | 1.0 | -0.5 | 33 | . | -3.3
O=C(CCc1nnc(C2CCCCC2)o1)NCCCOc1cccnc1 | 7 | 1 | 14 | 1 | -2.9 | 6.8 | 2.3 | -1 | -1 | -2.4
CO/N=C/c1cc([N+](=O)[O-])ccc1Sc1ccc(C)cc1 | -4 | -19 | -2 | -1 | -1.6 | 0.2 | 3.1 | 2 | 19 | -1.3
O=C(CN1CCN(S(=O)(=O)c2ccccc2F)CC1)Nc1ccnn1C1CCCC1 | . | 1 | -2 | -1 | 1.1 | 0.3 | 2.1 | 6 | -1 | -0.4
Oc1cccc(CN2CCCCC2)c1 | 1 | 12 | -4 | . | 0.3 | 1.5 | . | 9 | -12 | -0.6
CSc1cccc(NC(=O)N2CCc3ccc(NC(=O)c4ccccn4)cc3C2)c1 | . | -76 | 0 | 21 | 0.2 | 3.9 | -0.4 | 72 | 76* | -0.4
C=CCC1(CC=C)CCCN1C(=O)CC1C(=O)NCCN1Cc1cccc(OC)c1 (centres undefined) | 0 | 24 | -7 | -1 | -1.7 | -1.9 | 2.5 | -5 | -24 | -0.6
COCCCNC(=O)CCc1nc2cccnc2n1Cc1ccc(OC)cc1 | . | 2 | 5 | . | 2.0 | 1.8 | 2.8 | 3 | -2 | -1.2
CN(C)c1ccc(CN(C(=O)COc2ccc(F)cc2)C2CCS(=O)(=O)C2)cc1 (centres undefined) | . | 27 | 2 | -1 | -0.8 | 0.3 | . | -8 | -27 | -2.1
CCOC(=O)c1c(CSc2ccc(C)cc2)n(C)c2cc(Br)c(O)c(CN(C)C)c12 | . | -27 | 15 | 2 | 0.6 | 0.3 | 2.1 | 10 | 27 | 1.1
COC(=O)COc1ccccc1C(=O)Nc1ccc(OC)cc1 | -1 | -23 | 1 | 1 | 0.3 | -1.1 | 3.4 | 1 | 23 | -2.2
CN(Cc1nc(-c2ccncc2)no1)S(=O)(=O)c1ccc(Cl)cc1 | . | -5 | -8 | . | 0.9 | -0.2 | 2.0 | -16 | 5 | -1.5
O=C(Nc1cccs1)Nc1ccccc1Cl | -1 | -17 | -2 | . | 3.6 | 3.0 | 2.2 | 14 | 17 | -0.9
More entries:
SMILES | CAL PDZ FP-1 | SR-BI uptake up | Tat transport | Wnt bcat act | E coli growth | AddAB inh | phage Ecoli inh | MITF TRPM1 HTS | SR-BI HDL uptake | CAL PDZ FP-2
CC1CCCC(C)N1C(=O)CN1c2cccc3cccc(c23)S1(=O)=O (centres undefined) | -1 | -2 | 7 | -1 | 1.6 | 2.7 | 6.3 | . | 2 | -0.4
O=C1CCCCC1Nc1ccc([N+](=O)[O-])cc1 (centres undefined) | -6 | -5 | -4 | 0 | . | . | 3.2 | 3 | 5 | -0.9
Cc1ccc(CN(C)C(=O)COC(=O)CSc2cc(C)c3ccccc3n2)cc1 | 0 | 38 | 3 | -2 | -1.4 | -0.9 | 2.9 | -5 | -38 | -3.1
C=C[C@@H]1c2ccccc2N(S(=O)(=O)c2ccc(C)cc2)[C@H](c2ccccc2)C1(C#N)C#N | -3 | -16 | -8 | -4 | -0.7 | -0.6 | 4.8 | -1 | 16 | -0.5
COc1ccc(-n2c(C)nnc2SCC(=O)N2C(C)CCCC2C)cc1 (centres undefined) | -1 | 40 | -5 | -2 | -1.0 | -0.6 | 0.6 | 15 | -40 | -1.8
CS(=O)(=O)c1ccc(C(=O)N(CCc2ccccc2)Cc2ccccc2)cc1 | . | 24 | 6 | 1 | -0.8 | -0.3 | 3.0 | -8 | -24 | -3.5
CC(O)c1nc2c(c(=O)n(C)c(=O)n2C)n1C (centres undefined) | 0 | . | -6 | -2 | 2.7 | 2.2 | 2.4 | 0 | . | -1.0
Cc1cc(=O)[nH]c(NC(=O)Cc2ccccc2)n1 | 7 | 13 | 0 | 0 | . | . | 0.6 | . | -13 | -0.2
CCC1(C)Cc2nc3sc(C(=O)O)c(N)c3cc2CO1 (centres undefined) | -1 | -7 | -12 | . | -0.8 | 0.8 | 3.6 | 24 | 7 | -0.7
CCCN(Cc1nnc(-c2cccs2)o1)C(=O)c1cccc(S(=O)(=O)N2CCOCC2)c1 | -1 | 9 | -3 | 2 | -0.7 | -0.8 | 6.1 | 2 | -9 | 0.1
COC(CNC(=O)C1CCN(S(=O)(=O)c2ccc3nc4c(c(C(=O)O)c3c2)CC(C)CC4)CC1)OC (centres undefined) | -7 | 16 | -4 | -1 | -2.0 | 3.3 | -2.3 | 8 | -16 | -1.0
CC(C)Cn1c(=S)[nH]c2cc(C(=O)O)ccc2c1=O | -9 | 30 | -4 | 2 | -0.5 | 0.1 | -1.4 | 7 | -30 | -2.3
CCc1ccc2nc(SCC(=O)Nc3nnc(C)s3)c(C)cc2c1 | 0 | 4 | -9 | -2 | 0.2 | 1.4 | 4.2 | -10 | -4 | -1.0
COc1cc(S(=O)(=O)NCCN2CCOCC2)c(OC)cc1Cl | . | 3 | 18 | . | -0.1 | 0.7 | 1.2 | . | -3 | 0.5
CCOCc1nnc(NC(=O)COC)s1 | . | 28 | -1 | . | 0.4 | 1.1 | 2.4 | -3 | -28 | -0.3
CCC(=O)Nc1sc(C(=O)N2CCCCC2)c(C)c1C#N | 0 | 2 | 2 | -2 | 1.1 | 0.9 | 2.8 | -4 | -2 | -3.5
C/C(=N\NC(=O)c1ccc([N+](=O)[O-])cc1)c1cc2ccccc2oc1=O | -3 | -40 | -1 | 0 | 0.1 | 3.8 | 1.2 | -6 | 40 | -1.1
CCc1ccc(-c2nc(SCC(=O)NC3CCCC3)n[nH]2)cc1 | -1 | -5 | -3 | -1 | -1.8 | 1.2 | -1.6 | -14 | 5 | -0.4
CCOC(=O)c1c(NC(=O)COC(=O)CCS(=O)(=O)c2ccc(C)cc2)sc(C)c1C | -2 | 5 | -6 | . | -0.2 | 2.1 | 2.7 | 4 | -5 | -3.9
C=CCOc1nc2sc(C)c(C)c2c(=O)n1-c1ccccc1 | -6 | -3 | 14 | -1 | . | . | -1.6 | . | 3 | -2.1
CCS(=O)(=O)c1ccc(S(=O)(=O)CC)s1 | -2 | 14 | 0 | . | 2.5 | 2.1 | 1.9 | . | -14 | -1.8
O=C(Cc1ccc(F)cc1)NCC1CCCO1 (centres undefined) | 0 | 21 | -2 | 0 | -0.5 | 3.2 | 2.1 | -3 | -21 | -8.3
CC(=O)N1c2ccc(S(=O)(=O)N3c4ccccc4CC3C)cc2CC1C (centres undefined) | -1 | -29 | 9 | -5 | -1.1 | 0.8 | 1.9 | 2 | 29 | -1.7
CC(=NNc1ccc([N+](=O)[O-])cn1)c1ccc(N)cc1 | -4 | -30 | -5 | 12 | . | . | 3.3 | 71 | 30 | -0.1
O=C(NCC(=O)N(Cc1cccs1)C(C(=O)NC1CCCCC1)c1ccncc1)c1ccco1 (centres undefined) | 1 | 2 | 7 | -1 | -2.1 | 0.2 | 1.0 | -10 | -2 | 1.0
Continued.
SMILES | CAL PDZ FP-1 | SR-BI uptake up | Tat transport | Wnt bcat act | E coli growth | AddAB inh | phage Ecoli inh | MITF TRPM1 HTS | SR-BI HDL uptake | CAL PDZ FP-2
COc1ccc(CNC(=O)COC(=O)c2cc3ccccc3cc2O)cc1OC | 8 | 8 | 5 | -2 | 1.1 | 2.8 | 2.8 | -7 | -8 | -0.3
CCN1C(=O)[C@H]2[C@@H](c3ccc(-c4cccc(Cl)c4)c(OC)c3)N[C@@](Cc3ccccc3)(C(=O)OC)[C@H]2C1=O | -2 | -17 | 0 | -5 | -0.3 | 2.5 | 0.4 | -21 | 17 | -1.2
O=C(N1CCN(Cc2ccc3c(c2)OCO3)CC1)C(Cl)(Cl)Cl | -3 | -8 | 5 | 0 | -1.5 | -0.3 | 3.1 | 4 | 8 | 1.3
N#C/C(=C\c1c(N2CCCCCC2)nc2ccccn2c1=O)C(=O)NCc1ccco1 | 0 | -16 | 6 | -3 | 1.2 | 0.0 | 1.8 | 0 | 16 | -0.4
Cc1cccc(CSCCNC(=O)CCSc2ccccc2)c1 | -2 | 7 | 2 | -4 | 0.0 | -0.2 | 4.9 | -7 | -7 | -3.7
Cc1ccccc1/C=N/Nc1nc2ccccc2c(=O)n1O | -6 | 24 | -2 | ? | 1.1 | 1.8 | 6.0 | . | -24 | -0.6
Cc1ccc(S(=O)(=O)N/N=C\c2ccc([N+](=O)[O-])o2)cc1 | -1 | 8 | -5 | . | 13* | 18* | 7.2 | -3 | -8 | -0.7

Random draw from the library; 3.6% or so of the library scored in one or more.
